# Rhodamine fluor – rhodamine region autofluorescence. Rhodamine-region fluorescence, 547/598 nm, Tris buffer; active compounds read high. max dye-equivalent concentration, M. actives 0.05% (n = 59,000). AID 594; in the data active = max dye-equivalent concentration above about 11 nM; inconclusive = between about 1.1 nM and that limit
#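 A six-point rhodamine series on each plate calibrates the signal. Compounds sit in 100 mM Tris (pH 8.0) for 15 min at ambient temperature before imaging through 547 nm/598 nm filters.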
# Hsp90 Hop PPI – changes Hsp90-Hop TPR2A binding signal, up or down | actives 0.44% (n = 71,000) | AlphaScreen TPR2A-His6 binding biotin-Hsp90 C-terminal peptide | AID 595 | Potency, µM (top dose mostly 57 µM), without a hit: top-dose activity change, negative = inhibition; active = well fitted curve in either direction with a large enough effect; inconclusive = small, poorly fitted or top-dose-only effect, or another doubt; note: potency is the fitted concentration of half-maximal effect; % is set by controls: 0 for no effect and ±100 for the full control effect; many of its hits are not listed in these tables
# Pol III holo inh – DNA polymerase III holoenzyme inhibition; reconstituted DNA polymerase III holoenzyme replication, biochemical; Potency, µM (titrated, usually from 57.1 µM), for inactives: at the highest dose activity change, negative = inhibition; actives 0.25% (n = 71,000); note: potency is the fitted concentration of half-maximal effect; % is set by controls: 0 for no effect and ±100 for the full control effect
#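 Reconstituted *E. coli* holoenzyme (0.35 nM Pol III, 1 nM beta, 154 nM SSB, 2 nM primase) was preincubated with compound for 15 min at RT. Synthesis on 1.4 nM ssM13Gori ran 35 min, then was stopped with PicoGreen/EDTA and read as dsDNA fluorescence.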
# CRE Fsk mod – modulators of forskolin-stimulated CRE signaling in CHO cells. Potency, µM (top dose mostly 38.2 µM), for inactives: top-dose activity change, negative = inhibition, actives largely listed as activators. actives 2.5% (n = 71,000). CHO CRE-bla reporter (cAMP response element driving beta-lactamase), forskolin EC10, beta-lactamase ratio; active = well fitted activation curve with a large enough effect in the signal ratio, with a control signal flat, not every such curve was filed as active; inconclusive = small, poorly fitted or top-dose-only effect, or effect the other way, or a change in a side signal; the % refers to the signal ratio; note: potency is the fitted concentration of half-maximal effect; % of control where 0% means no effect
#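 CRE-bla CHO cells stimulated with EC10 NKH 477 (water-soluble forskolin) and compound titrations, 3 h at 37C; beta-lactamase read with CCF4 after 2 h at room temperature. Activity from 460/530 nm emission ratio, AC50 values for positive or negative modulation.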
# Tau fil binding – tau filament binding | recombinant tau filaments, thioflavin S fluorescence, 15 h; filaments grown with octadecylsulfate alongside compound | AID 596 | actives 2% (n = 71,000) | Potency, µM (highest dose often 57.1 µM), for inactives: top-dose activity change, negative = inhibition;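 note: potency is the fitted concentration of half-maximal effect; % is set by controls: 0 for no effect and ±100 for the full control effect; actives lower thioflavin S fluorescence by blocking filaments or displacing dye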
#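 Thioflavine S fluorescence (ex 450, em 510 nm) reports filaments formed from 1 uM human tau plus 30 uM ODS over 15 h at 37 C (10 mM HEPES pH 7.4, 100 mM NaCl, 5 mM DTT); compounds displacing dye or blocking filaments lower signal.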
# ERK AVP inh – inhibitors of vasopressin-stimulated ERK signaling pathway; actives 0.99% (n = 72,000); AID 995; HEK293-V1b, vasopressin-stimulated pERK AlphaScreen; Potency, µM (top dose mostly 57.5 µM), for inactives: top-dose activity, negative = inhibition, actives largely listed as inhibitors; note: potency is the fitted concentration of half-maximal effect; % is set by controls: 0 for no effect and ±100 for the full control effect; nearly all actives have a fitted effect of over 55% in size
#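 V1b-HEK293 cells; cpd 30 min 37C; 25 nM vasopressin 5 min; lyse 10 min; AlphaScreen beads 5 hr RT. Normalized to DMSO basal and 25 nM vasopressin; AC50 by Hill fit.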
# HADH2 inhib – inhibitors of human HADH2 dehydrogenase. Potency, µM (highest dose often 57.1 µM), for inactives: top-dose activity change, negative = inhibition, usual class: inhibitors. AID 886. actives 3.4% (n = 73,000). recombinant HADH2, NADH fluorescence, beta-hydroxybutyryl-CoA; note: potency is the fitted concentration of half-maximal effect; % is set by controls: 0 for no effect and ±100 for the full control effect; nearly all actives have a fitted effect of over 60% in size; many of its hits are not listed in these tables
# Target sequence (Q99714 whole entry, looked up, one chain of several): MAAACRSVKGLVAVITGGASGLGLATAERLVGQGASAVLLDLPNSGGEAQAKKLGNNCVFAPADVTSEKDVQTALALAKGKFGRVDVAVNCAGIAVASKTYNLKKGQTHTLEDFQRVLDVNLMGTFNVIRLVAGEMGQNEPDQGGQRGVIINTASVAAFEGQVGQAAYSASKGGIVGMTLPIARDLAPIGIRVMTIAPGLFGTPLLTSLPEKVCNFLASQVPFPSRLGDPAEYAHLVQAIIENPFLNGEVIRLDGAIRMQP
#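 His-tagged recombinant enzyme from E. coli, 20 nM, preincubated 15 min RT with compound; reaction started with 1 mM NAD+ and 90 uM beta-hydroxybutyryl-CoA in 100 mM Tris-HCl pH 9.0. NADH fluorescence (ex 360/em 450) read over 4 min; last-minus-first difference.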
# TexasRed autofl – compounds fluorescent in Texas Red spectral region; Compound fluorescence, Texas Red channel, 547/618 nm; active compounds read high; max dye-equivalent concentration, M; actives 0.06% (n = 59,000); AID 587; in the data active = max dye-equivalent concentration above about 10 nM; inconclusive = between about 1.1 nM and that limit
#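 Spectral interference profiling: each compound concentration's relative fluorescence, read with a 547 nm excitation and 618 nm emission filter pair, was normalized to a per-plate Texas Red standard curve.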
# HBB splicing – hemoglobin beta splicing modulation. HBB splicing reporter cell assay, activation; EGFP reporter with mutant IVS2-654 intron; response scale: normalised to 500 nM splice-correcting PNA. Potency, µM (top dose mostly 46.1 µM), inactives show at the top dose activation, actives largely listed as activators. actives 0.06% (n = 65,000). AID 925; note: potency is the fitted concentration of half-maximal effect; 0% is about no effect
#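 HeLa cells stably expressing EGFP interrupted by mutant beta-globin intron 2 (IVS2-654), 500/well in 2% FCS. Treated with compound for 2 days at 37C. Splicing correction scored as total well GFP intensity (488 nm excitation, 500-520 nm emission); 500 nM antisense PNA served as control.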
# 15-hLO inh – blocks human 15-lipoxygenase activity | purified 15hLO-1, xylenol orange hydroperoxide absorbance | Potency, µM (series often up to 57.1 µM), without a hit: top-dose activity change, negative = inhibition, usual class: inhibitors | actives 1.4% (n = 74,000) | AID 887; note: potency is the fitted concentration of half-maximal effect; % is set by controls: 0 for no effect and ±100 for the full control effect; nearly all actives have a fitted effect of over 55% in size
#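 Compounds were preincubated 15 min at room temperature with 40 nM purified human enzyme (25 mM Hepes pH 7.5, 0.01% Triton X-100); 50 uM arachidonic acid reacted 6 min. Fe-xylenol orange detection, 30 min, absorbance ratio 573/405 nm.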
# Luciferase inh – inhibitors of firefly luciferase | P08659 | purified firefly luciferase, luminescence, 8 min | Potency, µM (doses to about 57.1 µM), without a hit: at the highest dose activity change, negative = inhibition, most hits filed as inhibitors | actives 2.2% (n = 72,000); note: potency is the fitted concentration of half-maximal effect; % is set by controls: 0 for no effect and ±100 for the full control effect; nearly all actives have a fitted effect of over 40% in size
# Target sequence (P08659 whole entry, looked up): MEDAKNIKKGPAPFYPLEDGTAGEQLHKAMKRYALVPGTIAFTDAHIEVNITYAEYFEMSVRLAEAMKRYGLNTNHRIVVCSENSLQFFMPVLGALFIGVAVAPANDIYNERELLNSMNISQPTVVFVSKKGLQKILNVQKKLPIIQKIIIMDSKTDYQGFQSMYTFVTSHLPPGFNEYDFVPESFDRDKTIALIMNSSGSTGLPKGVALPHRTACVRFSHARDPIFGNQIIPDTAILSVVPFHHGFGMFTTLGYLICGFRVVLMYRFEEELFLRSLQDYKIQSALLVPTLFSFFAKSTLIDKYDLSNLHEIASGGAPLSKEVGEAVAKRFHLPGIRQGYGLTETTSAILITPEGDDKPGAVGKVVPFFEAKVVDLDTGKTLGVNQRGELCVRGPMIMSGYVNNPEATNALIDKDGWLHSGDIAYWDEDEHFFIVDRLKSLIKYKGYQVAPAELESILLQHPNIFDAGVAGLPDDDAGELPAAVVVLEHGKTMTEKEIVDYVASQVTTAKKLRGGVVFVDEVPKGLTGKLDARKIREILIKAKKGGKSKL
#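 Here, luciferase activity is measured as luminescence following an 8 min room-temperature reaction at 10 uM ATP, pH 7.2. Every library sample is titrated.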
# Starred values were filed as active, the others as inactive; i = inactive; ? = inconclusive; nt = no result given; [ ] = dose if it differs, or a comment. Unless noted, calls come from the whole dose curve; as a rule, active = well fitted curve in the direction sought with a large enough effect; inconclusive = small, poorly fitted or top-dose-only effect, or another doubt; inactive = no such curve, though single readings can be large; an effect the other way counts as inactive or inconclusive.
SMILES,Rhodamine fluor,Hsp90 Hop PPI,Pol III holo inh,CRE Fsk mod,Tau fil binding,ERK AVP inh,HADH2 inhib,TexasRed autofl,HBB splicing,15-hLO inh,Luciferase inh
COC(=O)C(NC(=O)C(NC(=O)c1ccccc1)C(C)C)C(C)C (stereo not given),i,-1%,-9%,-5%,8%,-2%,1%,i,-0.2%,2%,1%
COc1ccc(Oc2ncc3ncc(=O)n(CCc4ccccc4)c3n2)cc1,i,-9%,-6%,-7%,0%,7%,-6%,i,3.7%,-2%,0%[11.4 µM]
COC(=O)c1cc(Br)c(=O)n(CCN2CCCCC2)c1,i,0%,-7%,-3%,7%,21%,1%,i,3.0%[0.369 µM],-2%,-3%
CCN(CC)C(=O)CN(c1ccc(F)c(Cl)c1)S(C)(=O)=O,i,0%,-2%,0%,10%,5%,15%,i,3.6%,-5%,7%
CCCCCO,nt,-2%,5%,-9%,-6%,0%,-2%,nt,1.8%,-3%,nt
COC(=O)C1=C(C(=O)c2ccccc2)C(c2ccc(OC)c(OC)c2)Nc2nnnn21 (stereo not given),i,-3%,-1%,3%,0%,12%,-4%,i,-0.5%,8%,-2%
c1ccc2nc3[nH]cnc3nc2c1,i,1%,-2%,6%,8%,7%,?,i,-0.9%,5%,2%
Cc1nn(-c2ccccc2)c(Cl)c1C1C(C#N)=C(N)OC2=C1C(=O)CCC2 (stereo not given),i,-3%,7%,-14%,-5%,-7%,-6%,i,0.9%,-10%,0%
CCOC(=O)Nc1ccc(S(=O)(=O)N2CCOCC2)cc1,i,-3%,0%,2%,10%,20%,-3%,i,-1.2%,5%,2%
C=Cc1ccccc1C=C,nt,-1%,5%,10%,2%,7%,-5%,nt,0.2%,2%,nt
C/C(CC1(O)/C(=N/O)CCc2nonc21)=N\O (stereo not given),nt,-1%,-3%,-4%,1%,12%,-5%,nt,-4.3%,9%,2%
CCN(CC)S(=O)(=O)c1ccc2oc(C(=O)Nc3ccc(OC)cc3OC)c(C)c2c1,i,-3%,7%,?,15%,-9%,146%[activator],i,0.8%[57.5 µM],-14%,1%
COC(=O)C1=C(C)NC2=C(C(=O)CCC2)C1c1cccc(C)n1 (stereo not given),i,-3%,-3%,?,1%,17%,?,i,nt,-2%,2%
O=C(NC1CCCCC1)C1c2ccccc2C(=O)N1Cc1ccco1 (stereo not given),i,-3%,-7%,-7%,2%,-24%,1%,?,-0.5%[57.5 µM],1%,0%
NS(=O)(=O)c1ccc(S(=O)(=O)N(Cc2ccccc2F)CC2CCCO2)cc1 (stereo not given),i,1%,2%,-4%,-6%,-26%,22%,i,nt,5%,3%
Nc1c(S(=O)(=O)O)cc(S(=O)(=O)O)c2ccc(N=Nc3ccccc3)c(O)c12,i,?,-4%[11.4 µM],1%[7.6 µM],-1%[11.4 µM],-17%[11.5 µM],-4%[11.4 µM],i,0.8%[9.22 µM],8%[11.4 µM],-7%[11.4 µM]
Cc1ccc(N(CC(=O)Nc2ccc(C)cn2)S(=O)(=O)c2c(C)nn(C)c2C)cc1,i,-4%,-2%,?,9%,8%,0%,i,2.1%,-1%,1%
Cc1c(NC(=O)CN2C(=O)c3ccccc3S2(=O)=O)c(=O)n(-c2ccccc2)n1C,i,-4%,-3%,0%,1%,-7%,-3%,i,-4.0%,-1%,2%
COc1ccc(C)cc1NS(=O)(=O)c1cccc2cccnc12,nt,-11%,-12%,10%,12%,nt,-2%,nt,-0.1%,-9%,-1%
C[C@H](C(=O)C=[N+]=[N-])N1C(=O)c2ccccc2C1=O,i,-1%,0%,11%,4%,-25%,-4%,i,-1.0%[0.369 µM],-2%,-1%

# One compound at a time (already shown). Order of values: Rhodamine fluor	Hsp90 Hop PPI	Pol III holo inh	CRE Fsk mod	Tau fil binding	ERK AVP inh	HADH2 inhib	TexasRed autofl	HBB splicing	15-hLO inh	Luciferase inh
# CCN(CC)S(=O)(=O)c1ccc2oc(C(=O)Nc3ccc(OC)cc3OC)c(C)c2c1 in the list: i	-3%	7%	?	15%	-9%	146%[activator]	i	0.8%[57.5 µM]	-14%	1%
# NS(=O)(=O)c1ccc(S(=O)(=O)N(Cc2ccccc2F)CC2CCCO2)cc1 (stereo not given) in the list: i	1%	2%	-4%	-6%	-26%	22%	i	nt	5%	3%
# C/C(CC1(O)/C(=N/O)CCc2nonc21)=N\O (stereo not given) in the list: nt	-1%	-3%	-4%	1%	12%	-5%	nt	-4.3%	9%	2%
# Cc1c(NC(=O)CN2C(=O)c3ccccc3S2(=O)=O)c(=O)n(-c2ccccc2)n1C in the list: i	-4%	-3%	0%	1%	-7%	-3%	i	-4.0%	-1%	2%
# Nc1c(S(=O)(=O)O)cc(S(=O)(=O)O)c2ccc(N=Nc3ccccc3)c(O)c12 in the list: i	?	-4%[11.4 µM]	1%[7.6 µM]	-1%[11.4 µM]	-17%[11.5 µM]	-4%[11.4 µM]	i	0.8%[9.22 µM]	8%[11.4 µM]	-7%[11.4 µM]

# Next records follow:
SMILES,Rhodamine fluor,Hsp90 Hop PPI,Pol III holo inh,CRE Fsk mod,Tau fil binding,ERK AVP inh,HADH2 inhib,TexasRed autofl,HBB splicing,15-hLO inh,Luciferase inh
COc1ccc(CCCc2nnc(SCC(=O)Nc3nccs3)n2C)cc1C,i,?,2%,-12%,26%,-9%,13%,i,0.2%,2%,3%
CCN(CC)c1cc(Oc2ccccc2)ncn1,i,2%,-5%,24%,-6%,-11%,13%,i,1.7%,-1%,-10%
C=CCn1c(SCC(=O)Nc2ccc3c(c2)CCC3)nnc1-c1cccs1,i,-3%,-1%,-1%,14%,15%,-2%,i,-1.5%,-18%,-2%
CCOC(=O)N1CCC(N2Cc3cccc(C(=O)Nc4cc(F)ccc4F)c3C2=O)CC1,nt,-2%,-2%,-3%,302%,-27%,2%,nt,0.2%,10%,0%
O=S(=O)(c1ccccc1)N1CCN(c2ncnc3sc(-c4ccccc4)cc23)CC1,i,2%,-6%,3%,6%,-4%,25µM*,i,-0.1%[57.5 µM],0%,0%
O=C(NCCc1ccccc1)c1nc2c(nnn2Cc2ccccc2Cl)c(=O)[nH]1,i,-4%,-6%,9%,-10%,-13%,7%,i,-0.5%[57.5 µM],6%,0%
O=C(NCc1cccs1)C1CCN(S(=O)(=O)c2ccc(Br)s2)CC1,i,36%,-7%,-14%,79%,2%,-3%,i,-1.2%,?,3%
CCC(=O)Nc1ccc(F)c(Cl)c1,nt,1%,-1%,0%,-11%,12%,0%,nt,-4.9%,8%,-2%
Cc1nc2c([nH]1)C1(CCN(Cc3ccccc3)CC1)C(C#N)=C(N)O2,i,-1%,0%,0%,406%,12%,-16%,?,4.2%,-30%,-1%
O=C(CCN1C(=O)C2CC=C(Cl)CC2C1=O)Nc1ccccc1O (stereo not given),i,-4%,-5%,-8%,-5%,-7%,3%,i,-1.0%,8%,0%
COc1ccc(C2c3c(oc4ccccc4c3=O)C(=O)N2c2ccccn2)cc1OC (stereo not given),nt,-4%,2%,9%,-7%,-14%,5%,nt,1.9%,11%,1%
Cc1noc(C)c1C(=O)N1CCN(Cc2ccc3c(c2)OCO3)CC1,i,-4%,0%,5%,4%,-22%,-10%,i,-0.2%,9%,-1%
CN1CCN(c2ccccc2NC(=O)c2ccc(-c3ccccc3)cc2)CC1,i,-9%,-4%,-5%,140%,?,-2%,?,-0.9%,-7%,0%
FC(F)(F)c1cc(-c2ccco2)nc(-n2nnc3ccccc32)n1,i,2%,-1%,9%,-28%,-4%,32µM*,?,-2.4%,-7%,0%
CN1C(=O)C(O)(c2sc(N)nc2-c2ccccc2)c2ccccc21 (stereo not given),i,-3%,1%,-5%,3%,1%,-1%,i,-0.6%,-6%,7%
Cn1c(C(=O)N2CCCC(C(=O)NCc3ccc4c(c3)OCO4)C2)cc2sccc21 (stereo not given),nt,?,1%,-10%,2%,17%,-1%,nt,-0.6%,-5%,1%
COc1ccc(-c2nnc(SCc3ncc(-c4ccccc4)o3)o2)cc1,i,2%,20%,-2%,287%,?,-9%,?,0.0%[57.5 µM],-11%,0%
O=C(Cn1cnc2c(nnn2-c2cccc(Cl)c2)c1=O)N1CCCC1,i,-6%,-6%,-8%,-5%,3%,4%,i,-0.5%,13%,1%

# Screening results (PubChem BioAssay)

# Only part of the results is shown, so the mix of outcomes need not match the whole.
